From PubChem
RGS7-Gao: RGS7-Galphao binding modulators, primary screen, biochemical, multiplexed bead flow cytometry. binding response (% of control), % at 10 µM. actives 0.35% (n = 220,000). actives lie on both sides. AID 1439, 2008. Guanine nucleotide-binding protein G(o) subunit alpha (Homo sapiens), P09471; in the data active = binding response below about 49% or above about 150%; inconclusive = no clear call, values can overlap the other calls; inactive = in between;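 note: fluorescent Galphao held in activated GDP-AlF4 state binding bead-coupled RGS7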
Target sequence (P09471 whole entry, looked up): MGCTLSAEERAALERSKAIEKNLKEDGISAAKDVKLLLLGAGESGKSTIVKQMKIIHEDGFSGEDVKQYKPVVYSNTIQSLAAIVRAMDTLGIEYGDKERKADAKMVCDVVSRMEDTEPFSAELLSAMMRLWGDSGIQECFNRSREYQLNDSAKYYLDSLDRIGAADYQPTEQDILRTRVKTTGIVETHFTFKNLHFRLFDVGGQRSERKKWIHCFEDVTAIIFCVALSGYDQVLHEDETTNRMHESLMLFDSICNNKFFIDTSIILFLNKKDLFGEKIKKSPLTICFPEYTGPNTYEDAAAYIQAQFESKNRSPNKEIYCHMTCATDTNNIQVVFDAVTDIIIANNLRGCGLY
GSH fluor: compound fluorescence on glutathione beads, profiling panel, artefact control, biophysical, 488/530 nm, flow cytometry; fluorescence (KMESF) at 10 µM; actives 0.25% (n = 190,000); GSH beads flow cytometry, compound fluorescence 488/530 nm; stronger effect = higher value; in the data active = fluorescence above about 89;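 note: glutathione beads carrying GST-tagged Bcl family fusion proteins plus one bare bead set; values are compound well signal with DMSO vehicle wells as background; inactives centre near 16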
ABCG2 inh: ABCG2 efflux pump inhibitors, primary screen, multiplex with ABCB1, IgMXP3 cells, flow cytometry; Broad substrate specificity ATP-binding cassette transporter ABCG2 (Homo sapiens), Q9UNQ0; actives 0.1% (n = 190,000); JC-1 efflux; AID 1325, 2008; inhibition, % at 6.6 µM;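 active = inhibition above 80%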;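 note: 0% = DMSO and 100% = nicardipine control wells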
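Test system: IgMXP3 (ABCG2) plus far-red-tagged CCRF-Adr (ABCB1) cells / Amount: 3 million cells/mL in well / Reagent: JC-1 transporter substrate / Timing: 10 min compound exposure, 25 °C / Signal: flow cytometry, 530 nm JC-1 signal / Read-out: percent efflux inhibition, scaled nicardipine 100% to DMSO 0% / Benchmarks: nicardipine as high control, DMSO as low control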
Bim-Bcl-B: inhibitors of Bim-Bcl-B binding, primary screen, biochemical, multiplexed, human Bcl-2 family; inhibition, % at 10 µM; Bcl-2-like protein 10 (Homo sapiens), Q9HD36; AID 951, 2007; bead-based flow cytometry, Bim peptide-Bcl-B binding; actives 0.073% (n = 190,000);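 note: 0% = tracer peptide without compound and 100% = reference inhibitor peptide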
Target sequence (Q9HD36 whole entry, looked up): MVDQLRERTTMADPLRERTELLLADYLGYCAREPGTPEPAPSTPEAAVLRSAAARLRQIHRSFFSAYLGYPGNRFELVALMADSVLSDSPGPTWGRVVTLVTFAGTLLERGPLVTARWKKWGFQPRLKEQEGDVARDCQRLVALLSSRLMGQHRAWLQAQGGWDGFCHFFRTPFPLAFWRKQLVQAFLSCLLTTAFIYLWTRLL
Bcl-2 Bim block: inhibitors of Bim-Bcl-2 binding, primary screen, biochemical, multiplexed, human Bcl-2 family; Bead-based flow cytometry, Bim peptide-Bcl-2 binding; inhibition, % at 10 µM; actives 0.06% (n = 190,000); AID 950, 2007; in the data active = inhibition above about 40%; inconclusive = no clear call, values can overlap the other calls;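 note: 0% = no compound wells with probe peptide and 100% = reference peptide inhibitor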
Target sequence (P10415 whole entry, looked up): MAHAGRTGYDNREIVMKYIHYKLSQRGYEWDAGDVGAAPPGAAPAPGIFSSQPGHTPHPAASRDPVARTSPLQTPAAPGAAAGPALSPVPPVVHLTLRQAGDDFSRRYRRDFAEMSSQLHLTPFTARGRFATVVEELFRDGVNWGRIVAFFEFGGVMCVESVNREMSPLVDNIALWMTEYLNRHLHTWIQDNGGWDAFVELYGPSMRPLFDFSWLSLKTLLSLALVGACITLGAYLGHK
ABCB1 block: ABCB1 efflux pump inhibitors, primary screen, cell-based, multiplex, flow cytometry, ABCG2 counter-screen; ATP-dependent translocase ABCB1 (Homo sapiens), P08183; inhibition, % at 6.6 µM; actives 0.067% (n = 190,000); CCRF-Adr cells, JC-1 efflux; in the data active = inhibition above about 40%;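 note: 0% = vehicle and 100% = reference inhibitor; higher value means more JC-1 retained so stronger ABCB1 efflux block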
Avidin bead fluor: green autofluorescence of compounds with avidin beads – biophysical, 488/530 nm, flow cytometry, artefact control, profiling panel; AID 1775, 2009; actives 0.38% (n = 220,000); fluorescence (KMESF) at 10 µM; compound fluorescence 488/530 nm; stronger effect = higher value; in the data active = fluorescence above about 47; note: inactives centre near 10
Bcl-W Bim block: inhibitors of Bim binding to Bcl-W, primary screen, biochemical, multiplexed, bead-based flow cytometry; Bcl-2-like protein 2 (Homo sapiens), Q92843; Bim peptide-Bcl-W binding; inhibition, % at 10 µM; actives 0.02% (n = 190,000);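 note: 0% = bound tracer without compound and 100% = peptide blocker; higher means less fluorescent Bim peptide bound to Bcl-W beads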
Target sequence (Q92843 whole entry, looked up): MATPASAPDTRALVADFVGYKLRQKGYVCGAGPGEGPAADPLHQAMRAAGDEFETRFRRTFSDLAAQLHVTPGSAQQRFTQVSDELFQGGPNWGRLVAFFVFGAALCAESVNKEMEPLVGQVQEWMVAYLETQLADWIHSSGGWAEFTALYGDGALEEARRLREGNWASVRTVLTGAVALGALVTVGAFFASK
RGS4-Gao reg: modulators of RGS4 binding to Galphao, primary screen, biochemical, multiplexed bead flow cytometry; AID 1415, 2008; Guanine nucleotide-binding protein G(o) subunit alpha (Homo sapiens), P09471; binding response (% of control), % at 10 µM; actives lie on both sides; actives 0.33% (n = 220,000); in the data active = binding response below about 49% or above about 150%; inactive = in between;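 note: fluorescent Galphao activated with aluminum fluoride binding bead-coupled RGS4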
Bim-Bcl-XL: inhibitors of Bim-Bcl-XL binding, primary screen, biochemical, multiplexed, bead flow cytometry, human Bcl-XL; inhibition, % at 10 µM; Bim peptide-Bcl-XL binding, fluorescence; actives 0.04% (n = 190,000); Bcl-2-like protein 1 (Homo sapiens), Q07817
Bim-Bfl-1: inhibitors of Bim binding to Bfl-1, primary screen, biochemical, multiplexed, bead-based flow cytometry. inhibition, % at 10 µM. Bim-Bfl-1 binding inhibition. actives 0.12% (n = 190,000). Bcl-2-related protein A1 (Homo sapiens), Q16548;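 note: 0% = wells without compound plus tracer and 100% = blocker peptide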
* = called active by the depositor; ? = inconclusive; / = no result given; & = joins results of further samples. Cut-off read from the data, not from the text of the source, unless noted: active = inhibition above about 40%.

SMILES	RGS7-Gao	GSH fluor	ABCG2 inh	Bim-Bcl-B	Bcl-2 Bim block	ABCB1 block	Avidin bead fluor	Bcl-W Bim block	RGS4-Gao reg	Bim-Bcl-XL	Bim-Bfl-1
CCOc1ccc(S(=O)(=O)Nc2ccc(O)c(Sc3ncn[nH]3)c2)cc1	/	17	-0.7	-10.0	-5.0	-0.5	/	-2.0	/	-3.0	9.0
Cc1oc2ccc(NS(=O)(=O)c3ccccc3)cc2c1C(=O)Nc1ccccc1	102.7	10	5.3	-4.0	-6.0	0.8	10	-3.0	102.8	-6.0	-17.0
Cc1cccc(NC(=S)N/N=C/c2ccc3c(c2)OCO3)c1	97.9	10	-1.9	-1.0	0.0	-0.3	6	0.0	100.4	-3.0	1.0
COc1ccc(N2C(=O)C3CCCN3C2c2cc(OC)c(OC)c(OC)c2)cc1 (stereo not given)	103.6	19	-2.8	-7.0	-7.0	-1.5	7	0.0	102.5	-3.0	-6.0
Cc1ccc(CN2CCN(Cc3cccn3-c3nccs3)CC2CCO)cc1 (stereo not given)	99.7	11	-0.9	-4.0	0.0	-0.1	10	-3.0	103.2	-5.0	-4.0
O=C(NC(=S)NC1CCCCCCCCCCC1)c1cccnc1	107.7	12	2.7	-3.0	-1.0	0.8	17	-3.0	106.4	0.0	-2.0
N#CCC(=O)N/N=C/c1cc(-c2ccccc2)n(-c2ccc(Cl)cc2)c1-c1ccccc1	99.7	12	3.0	0.0	-2.0	0.7	8	-3.0	98.0	-1.0	-2.0
Cc1ccc(NC(=O)COC(=O)c2ccc(OCc3c(C)noc3C)cc2)cc1S(=O)(=O)N1CCOCC1	100.1	11	24.3	-5.0	-5.0	0.1	26	-4.0	99.9	-5.0	-4.0
COc1cccc(C2CC(c3ccccc3OC)n3nc(N)nc3N2)c1 (stereo not given)	100.0	14	2.8	-8.0	-5.0	0.6	19	-5.0	96.0	-9.0	-4.0
O=C(Nc1nccs1)c1ccc(Br)o1	99.0	29	40.5	-11.0	-6.0	0.2	21	0.0	97.6	-4.0	-15.0
O=C(Cc1ccc(Cl)cc1)Oc1cccc2cccnc12	82.3	24	2.3	-2.0	3.0	1.3	6	-1.0	78.9	-2.0	-1.0
COc1cc(/C=N/NC(=O)CNC(=O)c2ccc3c(c2)OCCO3)ccc1O	98.4	17	2.7	-5.0	1.0	0.7	25	-2.0	101.4	0.0	-4.0
COc1cccc(/C=N/NC(=O)CCCC(=O)Nc2ccc(Br)cc2)c1	102.1	29	3.8	-16.0	-12.0	3.3	19	-7.0	102.6	-15.0	-20.0
O=C(c1cc(-c2ccco2)nn1-c1cccc(Cl)c1)N1CCCCC1	91.2	23	1.1	-11.0	-1.0	0.4	5	0.0	92.0	-2.0	-4.0
CC(=O)c1ccc(OCC(O)CN2CCN(Cc3ccccc3)CC2)cc1 (stereo not given)	103.6	19	-0.7	-5.0	-8.0	-0.8	7	1.0	99.9	-3.0	-8.0
C=C(C)c1cccc(C(C)(C)NC(=O)NCCCn2ccnc2)c1	102.7	25	2.5	-4.0	-5.0	0.3	50*	0.0	101.5	-4.0	-17.0
C=CCNC(=O)COc1ccccc1C#N	?	14	5.2	-4.0	-2.0	1.1	9	0.0	100.7	-3.0	-4.0
COc1ccc(C(=O)O)cc1S(=O)(=O)NCCCN1CCCC1=O	99.9	38	-1.9	-7.0	-5.0	-0.2	12	-2.0	99.3	-7.0	-11.0
CCCOc1ccccc1-c1nc(SCCC(=O)O)n[nH]1	101.5	12	1.4	-5.0	0.0	0.4	34	-2.0	103.2	1.0	4.0
COCCNC(=O)C(c1ccc(C)o1)N(C(=O)c1snc(C(N)=O)c1N)c1cccc(C)c1 (stereo not given)	100.3	14	2.1	-1.0	2.0	1.2	36	0.0	101.1	-4.0	0.0
Cc1c(Cl)cccc1NC(=O)c1cc(-c2ccccc2O)n[nH]1	107.2	13	-1.3	-1.0	1.0	-0.3	6	-5.0	109.5	0.0	3.0
c1ccc2c(c1)oc1c(Nc3ccc4c(c3)OCO4)ncnc12	98.6	9	6.2	-5.0	-1.0	0.7	10	4.0	98.3	-4.0	-7.0
O=C(CN(c1ccccc1F)S(=O)(=O)c1ccccc1)Nc1ccccc1C(=O)N1CCOCC1	98.4	18	2.2	-5.0	-6.0	1.6	10	0.0	101.9	-2.0	-4.0
Cc1c(C(=O)NCc2ccc3c(c2)OCO3)oc2ccc(S(=O)(=O)N3CCC(C)CC3)cc12	105.0	18	8.9	-2.0	4.0	2.0	27	-2.0	108.4	-1.0	-3.0
CCOC(=O)N1CCN(C(=O)C(CC)n2nc(C)c3sc4ccccc4c3c2=O)CC1 (stereo not given)	101.9	22	0.8	-1.0	0.0	0.4	6	-1.0	103.9	-2.0	-1.0
CC(c1ccccc1)C(Cc1nc2ccccc2[nH]1)c1nc2ccccc2[nH]1 (stereo not given)	?	12	0.5	0.0	-2.0	0.8	9	0.0	101.0	-3.0	-3.0
CN(C)C=Nc1c(C(=O)c2ccccc2)sc2nccc(N(C)C)c12	103.6	11	6.4	-9.0	-2.0	1.0	4	-4.0	108.0	-6.0	-3.0
Cc1nc2ccc(NC(=O)C(F)(F)F)cc2o1	94.5	13	1.1	-1.0	-1.0	0.1	34	-2.0	91.8	-2.0	0.0
COC(=O)C1=C(O)/C(=C\c2ccc(CNS(=O)(=O)c3ccccc3)o2)N=C1C	97.5	6	1.2	-7.0	1.0	0.2	16	1.0	95.8	-2.0	5.0
Cc1cc(C(=O)C(=O)N(C)C)c(C)n1-c1ccc(Cl)cc1	?	18	66.8	-4.0	0.0	3.7	10	0.0	102.9	-8.0	-5.0
COCC(=O)NCCc1ccc(S(N)(=O)=O)cc1	99.8	19	0.8	-1.0	-2.0	0.4	8	0.0	101.3	0.0	0.0
O=C(Cn1ccc(C(F)(F)F)n1)N/N=C/c1ccc2c(c1)OCO2	102.3	11	17.2	-8.0	-7.0	0.7	10	-8.0	100.9	-10.0	-11.0
O=C(CN1CCN(C(=O)N2CCCCC2)CC1)Nc1ccc(F)cc1	100.1	10	0.4	-3.0	-2.0	0.4	37	-4.0	100.5	-4.0	-2.0
COC(=O)[C@H](Cc1ccccc1)NC(=O)O[C@@H]1C(=O)c2cc(OC)ccc2O[C@H]1c1ccc(OC)c(Br)c1	98.7	17	5.1	-1.0	0.0	1.5	9	0.0	99.0	-1.0	0.0
CN1C(=O)NC2(O)C(=O)c3ccccc3C12O (stereo not given)	106.7	16	-1.2	-10.0	-3.0	-0.3	7	-5.0	108.7	-7.0	-3.0
Cc1cccc(NC(=O)C(=O)NCCc2c[nH]c3ccccc23)c1C	103.7	7	3.7	-1.0	3.0	0.2	22	4.0	107.0	0.0	0.0
COCC(=O)N/N=C(\C)CC(=O)Nc1ccccc1C(N)=O	106.2	28	-1.7	0.0	-3.0	-0.3	12	-3.0	105.9	-2.0	-3.0
Cc1cc(C)cc(NC(=O)CN2CCN(c3ncccn3)CC2)c1	87.7	34	25.2	-8.0	-7.0	0.0	8	0.0	88.3	-9.0	-14.0
O=C(O)C1C2C=CC(O2)C1C(=O)Nc1ccc2c(c1)OCCO2 (stereo not given)	95.9	10	0.3	-2.0	-7.0	0.0	9	6.0	97.1	0.0	-10.0
CC(=O)c1nnn(-c2ccc([N+](=O)[O-])cc2C)c1C	97.5	15	37.5	-3.0	-1.0	1.7	8	-3.0	96.8	-3.0	-6.0
Cc1noc(NS(=O)(=O)c2ccc(NC(=O)C34CC5CC(C3)CC(n3cnc(Cl)n3)(C5)C4)cc2)c1C	95.5	8	4.2	34.0	15.0	0.2	11	24.0	97.0	35.0	23.0
NC1=NC2(CCCCC2)N(c2cccc(Cl)c2)C(N)=N1	93.8	20	-0.2	-4.0	-5.0	0.0	6	-3.0	95.5	-2.0	-3.0
Cc1[nH]c(=O)[nH]c(=O)c1S(=O)(=O)N1CCC(C(=O)NC(C)c2ccccc2)CC1 (stereo not given)	100.9	24	-6.7	-12.0	-12.0	0.0	11	-11.0	103.9	-14.0	-7.0
C=C(C)Cn1c(CCNC(=O)C(C)(C)C)nc2ccccc21	98.3	28	4.0	-7.0	-5.0	0.9	6	-1.0	101.3	-8.0	-12.0
C/C(=N/O)c1ccccn1	103.9	14	-2.4	-3.0	4.0	0.4	10	0.0	94.6	3.0	0.0
CC(C)CCC(C(=O)O)C(C)CC(=O)NNC(=O)c1ccco1 (stereo not given)	?	21	1.1	-4.0	-8.0	0.0	10&12	-3.0	98.4&101.0	-5.0	-11.0
CCCCNC(=O)c1c(O)c2cccc3c2n(c1=O)CCC3	98.0	24	3.6	-7.0	-8.0	0.5	16	-4.0	99.9	-1.0	-8.0
COc1ccc2c(c1O)C(=O)c1ccccc1C2=O	102.9	18	14.9	0.0	-3.0	0.9	7	1.0	102.3	0.0	-2.0
O=C(O)Cn1c(SCc2cccc3ccccc23)nc2ccccc21	101.1	11	-0.1	1.0	0.0	0.1	8	-1.0	102.7	-1.0	2.0
NS(=O)(=O)c1ccc(NC(=O)CSc2ncn[nH]2)cc1	92.2	20	-0.8	-3.0	-4.0	-0.4	5	3.0	92.8	0.0	-3.0
O=C(NCCCO)c1cc2ccccc2[nH]1	106.9	23	5.8	-4.0	-3.0	0.9	6	-1.0	104.7	-5.0	-8.0
O=C(Nc1ccccc1C(=O)N1CCOCC1)c1ccc(CSc2ccccc2)cc1	99.6	12	10.2	-2.0	-1.0	1.1	11	-2.0	99.3	-4.0	-4.0

A stretch taken from the entries so far, for reference:
SMILES	RGS7-Gao	GSH fluor	ABCG2 inh	Bim-Bcl-B	Bcl-2 Bim block	ABCB1 block	Avidin bead fluor	Bcl-W Bim block	RGS4-Gao reg	Bim-Bcl-XL	Bim-Bfl-1
O=C(NC(=S)NC1CCCCCCCCCCC1)c1cccnc1	107.7	12	2.7	-3.0	-1.0	0.8	17	-3.0	106.4	0.0	-2.0
N#CCC(=O)N/N=C/c1cc(-c2ccccc2)n(-c2ccc(Cl)cc2)c1-c1ccccc1	99.7	12	3.0	0.0	-2.0	0.7	8	-3.0	98.0	-1.0	-2.0
Cc1ccc(NC(=O)COC(=O)c2ccc(OCc3c(C)noc3C)cc2)cc1S(=O)(=O)N1CCOCC1	100.1	11	24.3	-5.0	-5.0	0.1	26	-4.0	99.9	-5.0	-4.0
